DENV2 CPE rescue – inhibitors of DENV2 cytopathic effect, primary screen, cell-based, plate reader, single concentration; DENV2-infected cells, cytopathic effect rescue; CPE inhibition, % at 9.99 µM; 350,000 tested, 1.7% active; AID 651640, 2012; in the data active = CPE inhibition above about 20%, passing the limit was not always enough; inconclusive = no clear call, values can overlap the other calls; tested in BHK-21 cells;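 also: 0% = median of neutral control wells and 100% = median of positive control wells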
PAX8 reporter – inhibitors of PAX8-driven TPO luciferase reporter, primary screen, RMG-I cells, single concentration; SteadyGlo, 24 h; inhibition, % at 12.6 µM; 360,000 tested, 1.2% active; AID 652154, 2013;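 active = mean replicate inhibition at least 60% with every replicate also reaching 60%; inconclusive = only one of the two criteria is met; inactive = mean below 60% and not all replicates reaching 60%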;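 also: luciferase light reporting Pax8 driven TPO promoter activity; plate controls were median of neutral control wells for no effect and mitoxantrone controls for full effect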
LGR2 antag – inhibitors of bursicon-induced LGR2 CRE-luciferase signal, primary screen, cell-based, HEK293, CRE-luciferase reporter, bursicon stimulation; Drosophila bursicon receptor LGR2 (rickets); bursicon-stimulated, 4 h; inhibition, % at 9.99 µM; 380,000 tested, 0.35% active;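 active = drop in luminescence signal, shown as inhibition above about 50% in the replicate tests, limit read from the data, passing the limit was not always enough; inconclusive = probably only some replicates passing the limit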;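 also: agonist challenge used bursicon conditioned medium at about half maximal strength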
Casp6 inh – human caspase-6 inhibitors, primary screen, biochemical, VEID-R110 fluorescence, single point, set 2 | inhibition, % at 12.5 µM | P55212 | purified caspase-6, Z-VEID-R110 cleavage fluorescence | 350,000 tested, 0.53% active;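 active = mean inhibition across replicates at least about 35%, with every replicate also reaching that limit, limit read from the data; inconclusive = only one of the two criteria met; inactive = neither criterion met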;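 also: 0% = median of neutral control wells and 100% = no fluorescence left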
Target sequence (P55212 24-179 limits assumed): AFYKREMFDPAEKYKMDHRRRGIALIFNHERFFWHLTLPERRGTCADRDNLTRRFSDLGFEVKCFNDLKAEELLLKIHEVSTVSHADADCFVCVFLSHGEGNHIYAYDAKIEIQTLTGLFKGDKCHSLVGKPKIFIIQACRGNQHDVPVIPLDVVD
Target sequence (P55212 194-293 limits assumed): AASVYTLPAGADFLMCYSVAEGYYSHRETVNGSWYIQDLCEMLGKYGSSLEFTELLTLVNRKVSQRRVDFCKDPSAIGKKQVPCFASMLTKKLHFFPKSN
EWS-Fli block – EWS/Fli-driven NR0B1 reporter inhibitors, primary screen, A673 cells, NR0B1 luciferase, luminescence, MLPCN library | viability-normalised | inhibition, % at 12.6 µM | 350,000 tested, 0.67% active | AID 651661, 2012;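 active = mean inhibition of at least 50% after viability correction, with every replicate also passing that limit; inconclusive = mean reaches 50% but only one of two replicates passes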;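 also: firefly luciferase signal divided by Alamar Blue viability fluorescence both relative to DMSO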
ARNT TACC3 PPI – disruptors of ARNT/TACC3 protein interaction, primary screen, biochemical, AlphaScreen, single concentration; AID 623870, 2012; inhibition, % at 9.99 µM; AlphaScreen His-ARNT PAS-B/GST-TACC3 binding, luminescence; TACC3 fragment carries E629A point mutation; Transforming acidic coiled-coil-containing protein 3 (Homo sapiens), Q9Y6A5; 390,000 tested, 0.66% active;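 active = mean inhibition of replicates at least 50% and at least half of replicates each reaching 50%; inconclusive = half or more replicates reach 50% but mean below 50%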;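 also: 0% = complete ARNT plus TACC3 wells and 100% = ARNT alone without TACC3; many hits fall short of the cut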
SIRT5 inh – SIRT5 desuccinylase inhibitors, primary screen, biochemical, fluorescence imaging, single point, set 5; NAD-dependent protein deacylase sirtuin-5, mitochondrial (Homo sapiens), Q9NXA8; Purified SirT5, succinyl-peptide AMC, trypsin-coupled fluorescence; inhibition, % at 15 µM; 330,000 tested, 1.1% active; in the data active = inhibition above about 15%; inconclusive = no clear call, values can overlap the other calls
Target sequence (Q9NXA8 whole entry, looked up): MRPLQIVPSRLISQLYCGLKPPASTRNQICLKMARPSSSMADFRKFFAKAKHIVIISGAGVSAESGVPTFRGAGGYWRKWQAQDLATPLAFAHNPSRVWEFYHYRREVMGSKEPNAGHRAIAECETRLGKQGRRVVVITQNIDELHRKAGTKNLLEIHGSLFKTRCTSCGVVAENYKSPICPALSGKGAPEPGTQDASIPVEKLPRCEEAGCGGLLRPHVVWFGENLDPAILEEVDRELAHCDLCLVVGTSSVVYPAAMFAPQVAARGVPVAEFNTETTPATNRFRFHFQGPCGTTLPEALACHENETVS
* marks the source's active call; other numbers are inactive results; ? = inconclusive; · = no result given; & = joins results of further samples. No enrichment for hits (roughly 4.9% active in at least one column).

Molecule	DENV2 CPE rescue	PAX8 reporter	LGR2 antag	Casp6 inh	EWS-Fli block	ARNT TACC3 PPI	SIRT5 inh
CC(C)NC(=O)N(O)C1N(C(C)C)C(=O)N(Cc2ccc3c(c2)OCO3)C1(C)C (centres undefined)	-1	16	15	3	-2	-1	-2
COc1cccc(CN2[C@@H](CO)[C@@H]3c4ccccc4N(C(=O)c4cccnc4)C[C@@H]32)c1	-5	-3	4	-4	-2	-1	6
O=C(/C=C/c1ccco1)NC(=S)Nc1ccc(O)c(-c2nc3ccccc3s2)c1	·	-15	21	·	·	-6	·
COc1ccc(OC)c(CCNC(=O)c2cccc(NC3=NC4CS(=O)(=O)CC4S3)c2)c1 (centres undefined)	-6	0	-7	-3	2	-3	2
O=C(C[C@H]1C[C@@H]2c3cc(NC(=O)C4CCOCC4)ccc3O[C@@H]2[C@H](CO)O1)NCC(F)(F)F	-1	-29	1	2	11	24	0
CN1C(=O)c2cc(NC(=O)Cc3ccccc3)ccc2OC[C@@H]2O[C@H](CC(=O)NCC3CC3)CC[C@@H]21	-4	4	-28	-1	-6	1	-2
CC(C)[C@H](NC(=O)c1ccccc1)C(=O)OCc1nnc(-c2ccccc2)o1	-6	4	-14	-2	8	4	2
Cc1cccc(NC(=O)Nc2ccc3c(c2)C(=O)N(C)[C@H]2CC[C@H](CC(=O)NCc4ccccc4Cl)O[C@@H]2CO3)c1	·	27	7	·	2	·	·
C[C@H]1CN([C@@H](C)CO)C(=O)c2cc(NC(=O)CCN3CCOCC3)ccc2O[C@@H]1CN(C)Cc1ccncc1	-5	2	18	3	·	·	-4
CCc1nnc(NS(=O)(=O)c2ccc(NC(=S)NC(=O)/C=C/c3ccc(F)cc3)cc2)s1	·	3	17	·	12	-6	·
CC(C)NC(=O)Nc1ccc2c(c1)CC(=O)N([C@H](C)CO)C[C@H](C)[C@@H](CN(C)C(=O)Nc1cccc3ccccc13)O2	-2	1	-6	5	1	6	4
Cc1cc(C)c(S(=O)(=O)N2CCCOC2CNC(=O)C(=O)NCCc2c[nH]c3ccccc23)c(C)c1 (centres undefined)	·	23	20	·	·	4	·
COCC#Cc1ccc([C@@H]2[C@H](CO)N3CCCCN(Cc4cccnc4)C[C@@H]23)cc1	7	9	6	-32	-2	-6	4
O=c1c2c3c(sc2ncn1/N=C/c1ccc([N+](=O)[O-])o1)CCCC3	·	·	-3	8	·	-2	3
N#CC1(NC(=O)COc2ccc(S(=O)(=O)N3CCCC3)cc2[N+](=O)[O-])CCCCC1	5	12	-13	2	24	-1	4
CCc1cccc2c(C=C(C#N)C#N)cn(CC(=O)N3CCCCCC3)c12	2	·	0	-1	8	0	2
CO[C@H]1CN(C)C(=O)c2ccc(NC(=O)Nc3c(C)noc3C)cc2OC[C@H](C)N(CC2CC2)C[C@H]1C	-2	-23	2	1	5	-1	2
COc1ccc(/C=C/C(=O)NCCCN2CCCC2)cc1	-2	12	-11	-34	7	8	7
NS(=O)(=O)c1cccc(NC(=O)COC(=O)CCc2ccccc2)c1	-1	1	9	·	·	·	-2
COc1cccc(S(=O)(=O)N(C)C[C@H]2Oc3ncc(C#CC(C)C)cc3C(=O)N([C@@H](C)CO)C[C@@H]2C)c1	-3	22	23	-1	6	8	-2
COc1ccc(-c2cc(=O)oc3cc(OC(=O)C4CCCCC4)ccc23)cc1	1	2	11	1	-12	-2	-2
CCCCNC(=O)c1cc2c(C)cc(C)cc2[nH]1	57*	-26	0	2	0	-2	0
CC(C)n1cc(CN2CCN(C)C(CCO)C2)c2ccccc21 (centres undefined)	10	23	3	-2	11	0	-4
CC(C)N(Cc1ccccc1)C(=O)CN1C(=O)COc2ccc(S(=O)(=O)NC3CCCC3)cc21	3	1	10	1	·	5	-3
CCCCn1nc(C(=O)Nc2cc(S(=O)(=O)N(C)C)ccc2C)c2ccccc2c1=O	-2	7	3	0	13	28	-3
Cc1ccc(CNC(=O)C2CC(=O)N(C3CCCCCC3)C2)cc1 (centres undefined)	·	12	-9	-2	6	-2	·
CC(C)C[C@H]1CN(CCCC[C@@H]2CNC(=O)C(=O)N2CCc2ccccc2)C(=O)C(=O)N1CCC1CCCCC1	-1	4	·	6	8	·	4
COC(=O)c1ccc(C)c(NC(=O)CSc2nc3[nH]c(=O)cc(O)c3s2)c1	-8	2	-3	-1	3	4	2
COc1ccc(N2CCN(S(=O)(=O)c3cccc4cccnc34)CC2)cc1	1	0	-15	4	1	10	·
CC1(c2nc3ccccc3cc2C#N)OCCO1	0	-1	-10	-5	1	·	·
O=C(COC(=O)c1cc[n+]([O-])cc1)Nc1ccc(Cl)c(C(F)(F)F)c1	-11	-10	-2	-2	0	·	-10
Cc1ccc(S(=O)(=O)N2CCOCC2)cc1NC(=O)CSc1nnc(NC2CC2)s1	·	10	2	-4	0	·	-1
Cc1c(N=NC2=C(O)CCCC2=O)c(=O)n(-c2ccccc2)n1C	1	3	-13	17	-2	63*	26*
O=C(Cn1c(=O)oc2cc(S(=O)(=O)N3CCc4ccccc43)ccc21)N1CCCCC1	-3	6	16	-2	3	·	·
CN1C(=O)[C@H]2[C@@H](C3CC3)N3C(=O)CN(Cc4ccc(-c5ccccc5)cc4)C(=O)[C@@]3(C)[C@H]2C1=O	-8	7	3	2&0	12	2	-2
COc1ccc(C2CC(=O)CCN2S(=O)(=O)c2ccc(C)cc2)cc1 (centres undefined)	2	-5	-8	-2	-16	-8	0
CCC(=O)Nc1ccc2c(c1)OC[C@@H](C)N(Cc1ccccc1)C[C@@H](C)[C@@H](OC)CN(C)C2=O	-3	·	-1	0	-8	-6	-2
COC(=O)c1ccc(C23CC4(C2)[C@H](CN(CC2CCCCC2)[C@@H]4c2ccccc2)C3c2ccc(C(F)(F)F)cc2)cc1 (some centres undefined)	12	-16	7	-2	-3	·	-3
Cc1ccc(C2=NOC(=O)/C2=C\C=C\c2ccccc2)cc1	·	19	26	1	54*	-5	-2
CC(C)NC(=O)N(C)C[C@@H]1OCCCC[C@@H](C)Oc2ccc(NC(=O)Nc3ccc(C(F)(F)F)cc3)cc2C(=O)N([C@@H](C)CO)C[C@@H]1C	?	3	15	0	-5	-5	8
COc1ccc(NC(=O)Nc2ccc3c(c2)[C@@H]2C[C@@H](CC(=O)NCc4ccc5c(c4)OCO5)O[C@@H](CO)[C@@H]2O3)cc1	-6	-16	-9	4	6	-6	1
CN(C)C(=O)c1cccc(-c2ccc([C@@H]3[C@H]4CN(C(=O)Cc5ccccc5)CC(=O)N4[C@H]3CO)cc2)c1	-1	2	4	-1	9	·	2
O=S(=O)(Nc1cccc(-n2cnnn2)c1)c1ccccc1F	?	8	29	-1	-8	-3	-2
CC(Sc1nncn1C)C(=O)Nc1ccc(S(N)(=O)=O)cc1 (centres undefined)	9	2	9	-2	-4	1	0
COc1cccc(-c2ccc3n(c2=O)C[C@@H]2[C@@H](CO)[C@H](C(=O)N(C)C)[C@H]3N2Cc2cncnc2)c1	?	13	-4	4	2	-12	-14
CCOC(=O)C1(Cc2ccccc2C)CCCN(C(=O)c2cc(CC)nn2C)C1 (centres undefined)	1	-13	-20	-4	0	0	-5
Cc1csc(SCC(=O)NCc2cccs2)n1	·	·	2	-5	-2	5	-2
CC(C)CNC(=O)COC(=O)c1cc(S(=O)(=O)N(C)C)ccc1N1CCCC1	-2	4	20	0	7	5	6
CCCCn1c(N)c(N(CC(C)C)C(=O)Cn2c(=O)cnc3ccccc32)c(=O)[nH]c1=O	-6	5	8	3	-4	-2	1
COc1ccc(/C=C2\SC(=O)N(CCNC(=O)Cc3coc4cc(C)ccc34)C2=O)cc1OC	17	8	22	2	8	·	-3

Next section.
Molecule	DENV2 CPE rescue	PAX8 reporter	LGR2 antag	Casp6 inh	EWS-Fli block	ARNT TACC3 PPI	SIRT5 inh
Oc1ccc(C[C@@H]2CNCCN2CCc2cccc(F)c2)cc1	-8	5	11	-2	-3	-4	·
CCC(=O)N1C[C@H](C)[C@H](OC)CN(C)C(=O)c2ccc(NC(=O)Nc3ccccc3)cc2OC[C@H]1C	-8	·	6	1	-17	-1	4
COc1ccccc1N1CC(C(=O)Nc2nc(C)cs2)CC1=O (centres undefined)	-8	14	4	-11	6	-1	6
COc1cccc2c1-c1c(C(=O)O)cccc1C2=O	-4	6	-22	3	-18	-4	-3
COC(=O)[C@@]12CCCCN1[C@H](c1ccc(-c3ccc(C(C)=O)cc3)cc1)[C@H]1C(=O)N(C)C(=O)[C@H]12	-12	22	-4	0	0	-6	·
CCn1c(SCC(=O)N2CC(=O)Nc3ccccc32)nnc1-c1ccoc1C	·	-5	·	1	·	·	1
O=C(C[C@@H]1C[C@H]2c3cc(NC(=O)Cc4ccncc4)ccc3O[C@H]2[C@@H](CO)O1)NCC1CC1	-1	-14	-2	3	-2	3	0
O=C(COc1ccc(C(=S)N2CCOCC2)cc1)N1CCOCC1	-1	6	11	-1	·	-3	-3
CC(C)CC#Cc1ccc2c(c1)O[C@@H](CN(C)C(=O)c1cccc(F)c1)[C@@H](C)CN([C@@H](C)CO)S2(=O)=O	10	·	28	-6	14	25	5
COC(=O)c1ccc(CN2C(=O)C(C)N(C(=O)c3c(F)cccc3F)c3ccccc32)cc1 (centres undefined)	10	20	21	2	7	-4	-6
CN1N=C2c3ccccc3CCCC2C1c1ccc(F)cc1 (centres undefined)	1	8	-81	2	-29	8	-1
CN(C)C(=O)c1cccc(-c2ccc(C3[C@@H]4CN(C(=O)Nc5ccccc5F)C[C@H]3N4)cc2)c1 (some centres undefined)	0&-2	0&1	-16&7	4&4	20&-10	·	1&-3
O=S(=O)(N[C@H]1CC[C@H](CCn2cc(-c3ccccn3)nn2)O[C@H]1CO)c1cccc(F)c1	-3	-7	-7	-2	-1	67*	10
C[C@@H]1CN([C@@H](C)CO)C(=O)c2cc(NC(=O)c3ccncc3)ccc2O[C@@H](C)CCCCO[C@H]1CN(C)S(=O)(=O)c1ccc(F)cc1	1	·	7	-3	2	-1	-1
CC(=O)N1CCN(S(=O)(=O)c2ccc(S(=O)(=O)NC3CCCCC3)cc2)CC1	-4	5	4	-1	0	-2	-7
Nc1oc2ccccc2c1C(=O)Cc1ccccc1O[C@@H]1O[C@H](CO)[C@@H](O)[C@H](O)[C@H]1O	0	·	·	4	-5	-6	·
NC(=O)CSc1nc2cccnc2n1-c1ccc(F)cc1	12	-3	-14	1	3	-3	-5
COc1ccccc1OCC(=O)Nc1ccccc1C(=O)N1CCCCC1	-7	·	-5	-1	4	8	-4
CCC(=O)N1CCC1(C)C(=O)Nc1cccc(OC)c1 (centres undefined)	-7	8	-3	-1	0	·	·
COC(=O)c1c2oc(c1C(=O)OC)C(=O)N[C@@H](Cc1ccccc1)Cn1cc(nn1)CNC(=O)[C@@H](Cc1ccccc1)NC(=O)N[C@@H](CO)CC2	-8	-1	·	1	-6	4	-4
CN(Cc1ccccc1)C(=O)COC(=O)c1ccc(Cl)c(N)c1	·	-19	-18	·	·	10	·
COc1cccc(CNC(=O)C[C@H]2C=C[C@@H](NC(=O)C3CCC3)[C@H](CO)O2)c1	·	-13	0	·	-4	·	·
COc1ccc(Cl)cc1NC(=O)CNCc1cccs1	5	8	-1	-1	6	0	-2

Source: PubChem BioAssay
